High-throughput results from PubChem.
LMP1 NFkB inh: reduces LMP1-driven NF-kappaB luciferase signal. LMP1-induced NF-kappaB luciferase reporter cells, luminescence. inhibition, % at 12.5 µM. 350,000 compounds, 0.69% hits; in the data active means inhibition above about 41%;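 further: 0% = neutral control wells and 100% = reference inhibitor control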
CF NFkB inh: inhibitors of cystic fibrosis induced NF-kB; KKLEB NF-kB-GFP reporter, PAF-induced, GFP fluorescence overnight; inhibition, % at 5 µM; 360,000 compounds, 0.86% hits; AID 588850;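 active means at least 50% inhibition at 5 µM, scaled per plate between neutral and stimulator controls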;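 further: PAF is a Pseudomonas aeruginosa culture filtrate used as stimulus; plate controls were PAF-stimulated DMSO wells for no effect and unstimulated DMSO wells for full effect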
NR2E3 ag-1: activates human NR2E3 receptor. AID 602229. inhibition of corepressor binding, % at 3.98 µM. 360,000 compounds, 0.35% hits. CHO-S Gal4-NCOR/VP16-NR2E3 two-hybrid, luciferase. Q9Y5X4;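 active means inhibition above the mean of all tested compounds plus 3 SD, cut at about 70% in these data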;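 further: 0% = DMSO with NR2E3 transfected cells and 100% = cells lacking NR2E3 construct; higher means lower luciferase signal from less NR2E3 corepressor binding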
Target sequence (Q9Y5X4 whole entry, looked up, the tested form may be a part): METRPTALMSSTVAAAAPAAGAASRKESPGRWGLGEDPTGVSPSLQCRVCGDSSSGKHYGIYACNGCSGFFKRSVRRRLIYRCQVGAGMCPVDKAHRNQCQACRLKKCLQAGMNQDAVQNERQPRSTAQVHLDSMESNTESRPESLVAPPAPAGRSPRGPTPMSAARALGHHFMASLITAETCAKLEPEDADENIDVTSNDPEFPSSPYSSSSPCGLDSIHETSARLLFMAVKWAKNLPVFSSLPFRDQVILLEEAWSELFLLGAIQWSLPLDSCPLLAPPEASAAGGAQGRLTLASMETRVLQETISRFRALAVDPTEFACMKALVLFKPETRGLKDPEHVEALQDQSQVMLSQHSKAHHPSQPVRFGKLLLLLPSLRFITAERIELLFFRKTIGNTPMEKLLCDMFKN
Shn3 inh set2: Schnurri-3 reporter inhibition in Clone20 osteoblasts; Clone20 osteoblast Shn3 3'UTR firefly luciferase, 24 h; inhibition, % at 12.5 µM; 360,000 compounds, 0.52% hits;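 active means mean inhibition of at least 75% with every replicate also reaching 75%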;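 further: 0% = median of neutral control wells and 100% = pilot-screen positive control compound; some compounds past the cut are filed as inactive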
Peg3 prom inh: inhibitors of Peg3 promoter; HeLa PEG-Prom luciferase reporter, luminescence, overnight; inhibition, % at 20 µM; 360,000 compounds, 1.7% hits;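 active means inhibition of at least 50% at 20 µM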
HIF-2a inh: HIF-2a inhibition; 786-0 RCC cells HIF-2a reporter, luciferase luminescence, overnight; inhibition, % at 18.8 µM; 360,000 compounds, 0.72% hits;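 active means inhibition of the luminescence signal of 40% or more relative to plate controls, in a single-dose primary screen at 18.75 µM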
NR2E3 ag-2: activates human photoreceptor nuclear receptor NR2E3; AID 2300; inhibition of corepressor binding, % at 4.78 µM; GST-NR2E3/biotin-RetCOR TR-FRET, 1536-well; 320,000 compounds, 0.12% hits;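 active means percent inhibition above the cutoff of mean plus 3 SD of all tested compounds, set per screening campaign, cut at about 20% in these data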;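 further: 0% = DMSO wells and 100% = biotin wells as full block of FRET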
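Material: NR2E3–RetCOR corepressor complex / Amount: 1.35 nM GST-NR2E3 / Medium: Tris pH 7.5 / Compound: single nominal compound dose of 4.8 µM / Incubation: 5 h at 4 °C / Technique: TR-FRET, Eu(K)-anti-GST donor, streptavidin-D2 acceptor, ex 340, em 617/671 nm / Read-out basis: percent loss of FRET ratio relative to control wells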
C8 TRAIL sens: sensitizes caspase-8 expressing cells to TRAIL | NB7+C8 cells + TRAIL, ATPlite viability luminescence | inhibition (viability loss, TRAIL sensitization), % at 10 µM | 360,000 compounds, 1% hits | AID 624354;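 active means compounds causing at least 50% loss of cell viability in the single-dose screen, relative to plate controls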
KKLEB cytotox: CF airway cell cytotoxicity counter-screen; KKLEB CF airway cells viability, ATPlite luminescence, overnight; hits give low values; cells stimulated with P. aeruginosa culture filtrate; activity change (cytotoxicity), % at 5 µM; 360,000 compounds, 0.36% hits; AID 602141;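 active means corrected activity change at or below -50% at 5 µM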
TRPM1 prom inh: reduces MITF-dependent TRPM1 promoter luciferase signal | inhibition, % at 12.5 µM | AID 488899 | SK-MEL-5 TRPM1 promoter luciferase, 24 h | 330,000 compounds, 0.83% hits;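 active means mean inhibition across replicates of 60% or more, whatever share of single replicates reaches that level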; further: values of inactives mirror those of a sister screen read the other way
iPSC survival up: hiPSC single-cell survival enhancement; ATPlite luminescence; 100% = ROCK inhibitor wells, 0% = DMSO; survival enhancement, % at 20 µM; 360,000 compounds, 0.044% hits; AID 602274; in the data active means survival enhancement above about 18%;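 further: cells exposed to compounds for 16 hours before the ATP read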
Starred values were filed as active, the others as inactive; . = not tested or not shown.

#1 Fc1ccc(NC(=S)Nc2ccc(Cl)cc2)cc1
#2 NS(=O)(=O)c1ccc(CCNC(=O)CNC(=O)c2ccccc2Br)cc1
#3 COc1cc(NS(=O)(=O)c2cccc3nsnc23)c(C(=O)O)cc1OC
#4 COc1ccc(C(=O)CN2C(=O)NC3(CCc4ccccc43)C2=O)c(OC)c1 (centres undefined)
#5 O=C(CCOc1ccccc1)Nc1nnc(-c2ccc3c(c2)OCCO3)o1
#6 Cc1ccc(/C=N/NC(=O)CNC(=O)c2cccc([N+](=O)[O-])c2C)o1

| assay / entry | 1 | 2 | 3 | 4 | 5 | 6 |
| --- | --- | --- | --- | --- | --- | --- |
| LMP1 NFkB inh | -3.5 | 1.0 | -5.6 | -3.8 | -7.4 | 0.6 |
| CF NFkB inh | -7.1 | -13.0 | 12.4 | -7.9 | 4.6 | 2.7 |
| NR2E3 ag-1 | 10.7 | -42.2 | -7.2 | -7.5 | -47.0 | 10.3 |
| Shn3 inh set2 | 76.7 | -8.0 | 0.6 | -3.9 | 5.1 | 7.9 |
| Peg3 prom inh | -25.7 | 7.9 | 3.8 | -4.1 | -58.5 | 15.9 |
| HIF-2a inh | -76.7 | 11.8 | 2.2 | -6.9 | -85.3 | 10.5 |
| NR2E3 ag-2 | -0.4 | -5.0 | . | 0.2 | -0.2 | 4.4 |
| C8 TRAIL sens | 18.5 | -10.1 | 1.8 | -3.0 | -3.6 | 1.5 |
| KKLEB cytotox | 11.0 | 1.1 | -1.6 | -3.5 | -1.1 | 5.0 |
| TRPM1 prom inh | 0.8 | 7.4 | 13.4 | 4.1 | -7.7 | -11.0 |
| iPSC survival up | -3.5 | -0.4 | 1.4 | -0.6 | -0.7 | -1.6 |

#7 Cn1cccc1C1C(C#N)=C(N)OC2=C1C(=O)CC(C)(C)C2 (centres undefined)
#8 CC(=O)N(Cc1ccco1)C1(C(=O)NC2CCCCC2)CCCCC1
#9 CCN(CC)S(=O)(=O)c1cccc(NC(=O)c2ccc(Br)cc2)c1
#10 CCc1cccc2c1NC(=O)C21N2CCCC2C(C(=O)c2ccc3ccccc3c2)C12C(=O)Nc1ccccc12 (centres undefined)
#11 C#CCOCCOCCOCCNc1nc(N2CCN(C(=O)C([C@@H](C)O)n3cc([C@@H](N)CCCCN)nn3)CC2)nc(N2CCN(C(=O)[C@H](CC(N)=O)n3cc(C(N)[C@@H](C)CC)nn3)CC2)n1 (some centres undefined)
#12 CO/N=C(/CS(=O)(=O)c1ccc(Br)cc1)c1ccc(OC)cc1

| assay / entry | 7 | 8 | 9 | 10 | 11 | 12 |
| --- | --- | --- | --- | --- | --- | --- |
| LMP1 NFkB inh | -10.8 | 1.6 | 7.5 | -7.3 | -3.4 | 8.3 |
| CF NFkB inh | -2.9 | -4.7 | -21.9 | 9.8 | -2.7 | 9.6 |
| NR2E3 ag-1 | -2.9 | -25.8 | -11.6 | -10.8 | -24.9 | 5.8 |
| Shn3 inh set2 | 11.2 | 2.7 | 49.6 | 20.5 | 16.5 | 3.9 |
| Peg3 prom inh | 9.1 | 3.8 | 4.8 | -71.5 | -6.7 | 18.7 |
| HIF-2a inh | 14.2 | 23.6 | -23.4 | -250.7 | 10.7 | -1.6 |
| NR2E3 ag-2 | 0.4 | -2.6 | 2.6 | -3.1 | . | 2.2 |
| C8 TRAIL sens | -12.1 | -2.8 | 8.9 | 2.3 | -1.3 | 18.3 |
| KKLEB cytotox | 10.9 | 2.6 | -3.2 | -23.1 | 6.7 | 5.3 |
| TRPM1 prom inh | 9.6 | 3.0 | 1.3 | -25.7 | 6.6 | -7.9 |
| iPSC survival up | -0.3 | -0.4 | -1.5 | -3.2 | 2.9 | -0.2 |

#13 Cc1c(NC(=O)c2cc(-c3cccs3)on2)c(=O)n(-c2ccccc2)n1C
#14 O=C(Nc1ccc(NC(=O)c2ccc([N+](=O)[O-])cc2[N+](=O)[O-])cc1)c1ccco1
#15 CCC1=C(OC(=O)N(CC)CC)N2C(=O)OC(=NCc3ccccc3)[C@]2(C)[C@H]2C1=CC[C@H]1C(=O)NC(=O)[C@H]12
#16 COc1ccc(C(O)c2nc(-c3cccc(O)c3)cs2)cc1 (centres undefined)
#17 O=C(O)C(CC1CCCCC1)N1CCS(=O)(=O)CC1 (centres undefined)
#18 CCN(CC)CCn1c(=N)n(CCOc2ccccc2)c2ccccc21

| assay / entry | 13 | 14 | 15 | 16 | 17 | 18 |
| --- | --- | --- | --- | --- | --- | --- |
| LMP1 NFkB inh | 1.5 | 0.3 | 6.4 | . | -0.8 | -32.2 |
| CF NFkB inh | -15.9 | -9.8 | -0.4 | -7.5 | 4.1 | -4.6 |
| NR2E3 ag-1 | -2.6 | -23.2 | -0.6 | -3.5 | -6.0 | -28.0 |
| Shn3 inh set2 | -5.4 | 1.3 | 8.9 | 29.5 | 12.6 | 59.0 |
| Peg3 prom inh | -4.2 | -25.9 | 2.3 | -17.1 | -14.2 | 35.5 |
| HIF-2a inh | -14.8 | -4.7 | 10.0 | -28.9 | 14.4 | 18.6 |
| NR2E3 ag-2 | 6.7 | 5.8 | 1.8 | . | 0.8 | 2.6 |
| C8 TRAIL sens | -2.6 | 10.0 | 1.9 | -1.0 | -4.4 | 21.5 |
| KKLEB cytotox | 1.2 | -1.4 | 13.0 | 6.5 | 7.8 | -27.5 |
| TRPM1 prom inh | 3.1 | 46.0 | 1.1 | . | -1.4 | 45.7 |
| iPSC survival up | -1.3 | 0.1 | 1.2 | 6.8 | 0.4 | -5.6 |

From compound 7 to 15, copied from above:
#7 Cn1cccc1C1C(C#N)=C(N)OC2=C1C(=O)CC(C)(C)C2 (centres undefined)
#8 CC(=O)N(Cc1ccco1)C1(C(=O)NC2CCCCC2)CCCCC1
#9 CCN(CC)S(=O)(=O)c1cccc(NC(=O)c2ccc(Br)cc2)c1
#10 CCc1cccc2c1NC(=O)C21N2CCCC2C(C(=O)c2ccc3ccccc3c2)C12C(=O)Nc1ccccc12 (centres undefined)
#11 C#CCOCCOCCOCCNc1nc(N2CCN(C(=O)C([C@@H](C)O)n3cc([C@@H](N)CCCCN)nn3)CC2)nc(N2CCN(C(=O)[C@H](CC(N)=O)n3cc(C(N)[C@@H](C)CC)nn3)CC2)n1 (some centres undefined)
#12 CO/N=C(/CS(=O)(=O)c1ccc(Br)cc1)c1ccc(OC)cc1
#13 Cc1c(NC(=O)c2cc(-c3cccs3)on2)c(=O)n(-c2ccccc2)n1C
#14 O=C(Nc1ccc(NC(=O)c2ccc([N+](=O)[O-])cc2[N+](=O)[O-])cc1)c1ccco1

| assay / entry | 7 | 8 | 9 | 10 | 11 | 12 | 13 | 14 |
| --- | --- | --- | --- | --- | --- | --- | --- | --- |
| LMP1 NFkB inh | -10.8 | 1.6 | 7.5 | -7.3 | -3.4 | 8.3 | 1.5 | 0.3 |
| CF NFkB inh | -2.9 | -4.7 | -21.9 | 9.8 | -2.7 | 9.6 | -15.9 | -9.8 |
| NR2E3 ag-1 | -2.9 | -25.8 | -11.6 | -10.8 | -24.9 | 5.8 | -2.6 | -23.2 |
| Shn3 inh set2 | 11.2 | 2.7 | 49.6 | 20.5 | 16.5 | 3.9 | -5.4 | 1.3 |
| Peg3 prom inh | 9.1 | 3.8 | 4.8 | -71.5 | -6.7 | 18.7 | -4.2 | -25.9 |
| HIF-2a inh | 14.2 | 23.6 | -23.4 | -250.7 | 10.7 | -1.6 | -14.8 | -4.7 |
| NR2E3 ag-2 | 0.4 | -2.6 | 2.6 | -3.1 | . | 2.2 | 6.7 | 5.8 |
| C8 TRAIL sens | -12.1 | -2.8 | 8.9 | 2.3 | -1.3 | 18.3 | -2.6 | 10.0 |
| KKLEB cytotox | 10.9 | 2.6 | -3.2 | -23.1 | 6.7 | 5.3 | 1.2 | -1.4 |
| TRPM1 prom inh | 9.6 | 3.0 | 1.3 | -25.7 | 6.6 | -7.9 | 3.1 | 46.0 |
| iPSC survival up | -0.3 | -0.4 | -1.5 | -3.2 | 2.9 | -0.2 | -1.3 | 0.1 |

#15 CCC1=C(OC(=O)N(CC)CC)N2C(=O)OC(=NCc3ccccc3)[C@]2(C)[C@H]2C1=CC[C@H]1C(=O)NC(=O)[C@H]12

| assay / entry | 15 |
| --- | --- |
| LMP1 NFkB inh | 6.4 |
| CF NFkB inh | -0.4 |
| NR2E3 ag-1 | -0.6 |
| Shn3 inh set2 | 8.9 |
| Peg3 prom inh | 2.3 |
| HIF-2a inh | 10.0 |
| NR2E3 ag-2 | 1.8 |
| C8 TRAIL sens | 1.9 |
| KKLEB cytotox | 13.0 |
| TRPM1 prom inh | 1.1 |
| iPSC survival up | 1.2 |

Following part.
#19 N#Cc1c(NCCCO)nc(NCc2ccccc2)c2c1CCN(Cc1ccccc1)C2
#20 CC1(C)CC(=O)C([N+](=O)[O-])=C(NCCCO)C1
#21 Cc1ccc(NC(=O)CSc2nnc(-c3cc(C)[nH]n3)n2N)cc1
#22 C[C@@H](C(=O)Nc1ccc2ccccc2c1)[C@H]1C[C@]1(C)[C@H](NC(=O)c1cnccn1)c1ccccc1

| assay / entry | 19 | 20 | 21 | 22 |
| --- | --- | --- | --- | --- |
| LMP1 NFkB inh | -2.4 | -3.6 | -1.5 | -2.5 |
| CF NFkB inh | -13.3 | -13.1 | 3.1 | -7.4 |
| NR2E3 ag-1 | -20.6 | 7.4 | -6.5 | 10.0 |
| Shn3 inh set2 | 8.9 | 28.0 | -11.1 | 55.8 |
| Peg3 prom inh | 1.3 | -2.7 | 1.1 | 4.0 |
| HIF-2a inh | -0.5 | 15.8 | -5.7 | -54.8 |
| NR2E3 ag-2 | -1.8 | -3.6 | -0.1 | 0.3 |
| C8 TRAIL sens | -15.1 | 0.0 | -1.1 | 25.1 |
| KKLEB cytotox | 1.6 | 4.7 | -14.0 | 21.4 |
| TRPM1 prom inh | -18.3 | -1.0 | -6.5 | -9.6 |
| iPSC survival up | -0.8 | 2.8 | 0.0 | 0.3 |

This is a subset (hit frequency here may not be typical).
